Assay outcomes as filed in PubChem.
NS3 helicase inh – inhibitors of HCV NS3 helicase, primary screen, biochemical, Cy5 molecular beacon fluorescence | Hepatitis C virus NS3 helicase | NS3 helicase DNA unwinding | inhibition, % at 10.9 µM | 0.56% of 290,000 active | AID 1800, 2009;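 active = inhibition above the mean of all tested compounds plus 3 SD, set per campaign, cut at about 35% in these data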;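 also: 0% = DMSO wells and 100% = thioflavine S control wells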
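Assay system: hepatitis C virus NS3 helicase domain fragment enzyme. Also added: annealed dual-labelled DNA beacon duplex, ATP-started. Timing: 1 h reaction at 25 °C, ATP-initiated. Technique: Cy5 fluorescence at 0 and 60 min, beacon hairpin quenching. Evaluation: % inhibition of unwinding. Replication: one well per compound.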
MEKK2 WT-MEK5 – modulators of MEK5 binding to wildtype MEKK2, primary screen, biochemical, multiplex bead flow cytometry, Alexa488-MEK5 | Alexa488-MEK5 binding to MEKK2 WT; actives lie on both sides | binding response (% of control), % at 10 µM | 1.1% of 290,000 active | AID 1531, 2009; in the data active = binding response below about 67% or above about 130%
SUMO HTRF inh – inhibitors of in vitro SUMOylation cascade, primary screen, biochemical, HTRF, uHTS; SUMO-conjugating enzyme UBC9 (Homo sapiens), P63279; HTRF SUMOylation assay, SAE1/SAE2 + UBC9; inhibition, % at 35 µM; 0.36% of 290,000 active; AID 2006, 2009; in the data active = inhibition above about 50%, passing the limit was not always enough; also: strong numbers were not always called active
Target sequence (P63279 whole entry, looked up): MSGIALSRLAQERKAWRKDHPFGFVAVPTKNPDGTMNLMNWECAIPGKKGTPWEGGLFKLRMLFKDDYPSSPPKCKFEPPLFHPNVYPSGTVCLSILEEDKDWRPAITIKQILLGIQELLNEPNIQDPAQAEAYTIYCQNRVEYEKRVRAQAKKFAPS
CRFBP-R2 block – antagonists of CRF-BP/CRF-R2 complex, primary screen, cell-based, HEK293, calcium dye fluorescence, uHTS; CRF-induced calcium fluorescence; inhibition, % at 11.8 µM; 0.59% of 350,000 active;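 active = inhibition of the ligand-induced calcium signal above about 50% at the single tested concentration, limit read from the data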
MEKK2 mut-MEK5 – MEK5 binding signal on mutant MEKK2 PB1, primary screen, biochemical, multiplex bead flow cytometry, Alexa488-MEK5; Alexa488-MEK5 binding to MEKK2 mutant; percent response, % at 10 µM; 0.35% of 290,000 active; in the data active = percent response above about 24%, passing the limit was not always enough; also: inactives centre near 1; some results filed as inactive read as strong as hits; reference of the scale not given here
CRFBP-R2 agonist – agonists of CRF-BP/CRF-R2 complex, primary screen, cell-based, HEK293, calcium dye fluorescence, uHTS; CRF-binding protein / CRF receptor 2 complex (human); calcium dye fluorescence (FLIPR); percent of saturating CRF peptide response; activation, % at 13.2 µM; 0.46% of 350,000 active; AID 588473, 2011;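 active = activation of at least 50%, plus an integration ratio under a set limit after plate pattern correction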;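 also: plate controls were neutral control wells without compound for no effect and CRF at EC100 for full effect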
MEKK3 PB1 HTS – modulators of MEKK3-MEK5 PB1 binding, primary screen, biochemical, wildtype MEKK3, multiplex bead flow cytometry, Alexa488-MEK5; Mitogen-activated protein kinase kinase kinase 3 (Homo sapiens), Q99759; bead-based flow cytometry, Alexa488-MEK5 binding to MEKK3; actives lie on both sides; 0 = blocked by unlabeled MEK5, 100 = vehicle; binding response (% of control), % at 10 µM; 1.4% of 290,000 active; AID 1529, 2009;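 active = binding response more than 3 SD above or below the average of its plate-row segment, actives on both sides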;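 also: Alexa488 bead fluorescence after subtracting the streptavidin-only scavenger bead signal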
Target sequence (Q99759 whole entry, looked up): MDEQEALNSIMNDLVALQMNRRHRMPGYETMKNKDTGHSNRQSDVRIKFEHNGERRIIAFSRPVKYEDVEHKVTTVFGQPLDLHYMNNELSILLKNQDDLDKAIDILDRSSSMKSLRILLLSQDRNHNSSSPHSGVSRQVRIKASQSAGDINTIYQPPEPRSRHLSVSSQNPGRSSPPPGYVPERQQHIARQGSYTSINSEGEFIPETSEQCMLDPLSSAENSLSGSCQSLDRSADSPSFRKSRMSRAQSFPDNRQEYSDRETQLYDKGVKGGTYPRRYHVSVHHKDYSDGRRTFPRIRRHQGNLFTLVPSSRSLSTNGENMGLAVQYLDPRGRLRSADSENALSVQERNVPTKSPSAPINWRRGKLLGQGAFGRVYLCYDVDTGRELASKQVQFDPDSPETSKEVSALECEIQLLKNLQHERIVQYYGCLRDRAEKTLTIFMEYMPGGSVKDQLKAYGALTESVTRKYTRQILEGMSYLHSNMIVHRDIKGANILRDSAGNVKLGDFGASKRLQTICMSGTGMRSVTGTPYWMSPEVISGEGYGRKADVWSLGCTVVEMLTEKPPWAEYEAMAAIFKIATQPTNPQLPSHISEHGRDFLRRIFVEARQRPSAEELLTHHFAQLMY
DNA FID counter – compounds displacing fluorescent DNA intercalator, primary screen, artefact control for HCV NS3 helicase inhibitor project, biochemical, FID fluorescence; inhibition, % at 7.9 µM; DNA fluorescent intercalator displacement; AID 1845, 2009; 0.17% of 290,000 active; in the data active = inhibition above about 37%;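 also: 0% = vehicle and 100% = reference compound; higher means more ethidium bromide displaced from hairpin DNA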
GalR3 antagonist – GalR3 antagonists in HEK293 cells, primary screen, cell-based, fluorescence readout; 0.44% of 360,000 active; Galanin receptor type 3 (Homo sapiens), O60755; AID 651719, 2012; HEK293 GalR3-CNG cAMP membrane potential fluorescence; galR3 body fused to GalR1 C-terminus; inhibition, % at 3 µM;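 active = inhibition above the screen-wide average plus 3 SD, cut at about 13% in these data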;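 also: forskolin and galanin both at EC90 stimulate the cells; cAMP rise reported by CNG channel membrane potential dye signal; 0% = forskolin plus galanin with DMSO and 100% = forskolin alone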
Target sequence (O60755 1-299 limits assumed): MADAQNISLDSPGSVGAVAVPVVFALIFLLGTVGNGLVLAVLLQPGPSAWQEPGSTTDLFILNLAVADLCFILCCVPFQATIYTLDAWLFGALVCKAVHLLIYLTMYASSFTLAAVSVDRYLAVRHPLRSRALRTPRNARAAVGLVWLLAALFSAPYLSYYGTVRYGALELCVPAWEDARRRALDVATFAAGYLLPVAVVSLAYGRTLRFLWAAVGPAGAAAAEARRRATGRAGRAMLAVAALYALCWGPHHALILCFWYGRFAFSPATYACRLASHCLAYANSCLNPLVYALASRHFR
Numbers without * were called inactive; . = not tested or not shown; [ ] = another dose, or the depositor's remark. Only part of the results is shown; rates above refer to the full screens.

SMILES | NS3 helicase inh | MEKK2 WT-MEK5 | SUMO HTRF inh | CRFBP-R2 block | MEKK2 mut-MEK5 | CRFBP-R2 agonist | MEKK3 PB1 HTS | DNA FID counter | GalR3 antagonist
CN(C(=O)c1nn(C)c2c1CSc1ccccc1-2)c1ccccc1Cl | -18.6 | 99.0 | 10.1 | -8.6 | 0.0 | 3.2 | 101.0 | -37.5 | -6.7
CCOc1ccc(OCC)c(NC(=O)C2CCN(c3cnccn3)CC2)c1 | 13.8 | 103.0 | 8.6 | -2.1 | 7.0 | 0.0 | 103.0 | -36.9 | -9.3
CC(C)N=C(NS(=O)(=O)NC(=O)c1ccccc1)c1ccccc1 | 4.7 | 102.0 | -0.5 | 1.0 | 0.0 | 0.9 | 102.0 | 1.4 | 3.4
CN(C(=O)c1ccccc1Cl)c1ccccc1 | 2.9 | 106.0 | -2.8 | -5.3 | 5.0 | 0.1 | 106.0 | -3.8 | -4.0
Nn1c(SCC(=O)Nc2ccc3c(c2)OCCO3)nncc1=O | 1.6 | 93.0 | 3.1 | -0.8 | -2.0 | 0.3 | 94.0 | -3.7 | 0.2
O=C(O)c1ccccc1-c1nnc2c(Cl)cc(C(F)(F)F)cn12 | 7.1 | 111.0 | 11.4 | -12.3 | 10.0 | 0.6 | 108.0 | -1.2 | 2.1
CCN(CC)CC(O)COCCC12CC3CC(CC(C3)C1)C2 (stereo unspecified) | 3.4 | 99.0 | 12.3 | -16.0 | 1.0 | 0.2 | 96.0 | 12.0 | -5.5
Cc1cc(C)cc(OCC(=O)NNC(=S)NC(=O)C2CC2)c1 | 7.8 | 104.0 | -63.3 | 0.9 | 7.0 | 13.2 | 98.0 | -17.4 | -0.9
COc1cccc(N(CC(=O)NCC2CCCO2)C(=O)CNS(=O)(=O)c2ccccc2)c1 (stereo unspecified) | -3.2 | 100.0 | 8.9 | -5.7 | 9.0 | 0.6 | 100.0 | -17.6 | -1.3
CC(C)(C)C(=O)NC1=NN(c2c(Cl)cc(Cl)cc2Cl)C(=O)C1 | 30.3 | 82.0 | -5.1 | -23.3 | -13.0 | 0.0 | 86.0 | -8.5 | -9.4
Cc1ccc(S(=O)(=O)N2CCC(C(=O)Nc3ccc4c(c3)COC4=O)CC2)cc1 | -5.2 | 97.0 | -4.1 | -14.8 | 1.0 | 5.7 | 98.0 | -12.1 | -3.1
Cc1nc2c(O)cccc2cc1CO | 9.6 | 97.0 | -16.0 | 5.8 | 5.0 | 2.6 | 97.0 | -4.0 | -9.0
CCN1CCCC1CNC(=O)C1c2ccccc2C(=O)N(CCOC)C1c1ccc(F)cc1 (stereo unspecified) | -1.4 | 104.0 | 10.5 | -41.2 | 2.0 | 22.3 | 97.0 | 6.9 | -5.1
CN(C(=O)c1ccno1)c1nnc(-c2cccnc2)s1 | 1.9 | 110.0 | -3.6 | -0.8 | 5.0 | 0.4 | 108.0 | -1.4 | 3.6
COc1ccccc1Cn1c(=O)c2ccccc2n2c(SCc3csc(C)n3)nnc12 | 0.2 | 100.0 | 15.2 | -5.9 | 4.0 | 0.8 | 103.0 | -23.0 | -0.8
Cc1nc2sc(C(c3ccco3)N3CCN(c4cccc(Cl)c4)CC3)c(O)n2n1 (stereo unspecified) | 3.8 | 104.0 | -1.0 | -7.3 | 5.0 | 1.4 | 85.0 | -41.7 | -1.2
COc1ccc(NC(=O)C(NC(=O)c2ccc(C)cc2)c2ccccc2)cc1 (stereo unspecified) | -3.2 | 106.0 | 1.2 | -12.7 | 0.0 | -0.3 | 105.0 | -7.9 | -2.2
CC1=C(C(=O)OC2CCCCCC2)C(c2ccc(C)o2)C2=C(CCCC2=O)N1 (stereo unspecified) | 14.1 | . | 27.0 | 23.2 | . | 1.4 | . | -18.7 | -8.9
Cc1cc(C(=O)CSc2nnc(-c3cccnc3)n2-c2ccccc2F)c(C)n1C | 12.6 | 99.0 | . | 4.8 | -3.0 | -1.0 | 96.0 | -24.5 | -2.1
COc1ccc(OCC(=O)N/N=C2\CCCCc3ccccc32)cc1 | -2.2 | 85.0 | 1.5 | -0.8 | -7.0 | -1.6 | 92.0 | -31.9 | -7.4
COc1cccc(CNCCSc2nnnn2C)c1OC | -4.3 | 97.0 | 11.7 | -9.3 | 2.0 | -0.7 | 96.0 | -3.0 | -5.9
O=S(=O)(c1ccccc1)N1CCN(c2ccccc2)CC1 | 1.6 | 106.0 | 2.5 | 7.2 | 6.0 | -1.6 | 101.0 | -6.9 | -7.8
COc1ccc(NC(=O)COC(=O)C2CC3C=CC2C3)cc1 (stereo unspecified) | -1.1 | 96.0 | 6.9 | 1.6 | -8.0 | -1.2 | 95.0 | -5.3 | -4.1
O=C(OCc1ccccc1)c1cnc(Cl)c(Cl)c1 | 6.3 | 103.0 | -6.6 | -0.3 | 6.0 | -0.6 | 101.0 | -5.7 | -9.7
Cc1nn2c(-c3ccc(Cl)cc3Cl)nnc2s1 | -5.4 | 101.0 | 8.7 | -4.3 | 5.0 | -2.2 | 102.0 | -1.0 | 0.0

4 records picked at random from the list so far, as already listed:
SMILES | NS3 helicase inh | MEKK2 WT-MEK5 | SUMO HTRF inh | CRFBP-R2 block | MEKK2 mut-MEK5 | CRFBP-R2 agonist | MEKK3 PB1 HTS | DNA FID counter | GalR3 antagonist
COc1ccccc1Cn1c(=O)c2ccccc2n2c(SCc3csc(C)n3)nnc12 | 0.2 | 100.0 | 15.2 | -5.9 | 4.0 | 0.8 | 103.0 | -23.0 | -0.8
Cc1cc(C)cc(OCC(=O)NNC(=S)NC(=O)C2CC2)c1 | 7.8 | 104.0 | -63.3 | 0.9 | 7.0 | 13.2 | 98.0 | -17.4 | -0.9
O=C(O)c1ccccc1-c1nnc2c(Cl)cc(C(F)(F)F)cn12 | 7.1 | 111.0 | 11.4 | -12.3 | 10.0 | 0.6 | 108.0 | -1.2 | 2.1
CN(C(=O)c1ccccc1Cl)c1ccccc1 | 2.9 | 106.0 | -2.8 | -5.3 | 5.0 | 0.1 | 106.0 | -3.8 | -4.0

Back to the main list, repeating the 3 entries before the break.
SMILES | NS3 helicase inh | MEKK2 WT-MEK5 | SUMO HTRF inh | CRFBP-R2 block | MEKK2 mut-MEK5 | CRFBP-R2 agonist | MEKK3 PB1 HTS | DNA FID counter | GalR3 antagonist
COc1ccc(NC(=O)COC(=O)C2CC3C=CC2C3)cc1 (stereo unspecified) | -1.1 | 96.0 | 6.9 | 1.6 | -8.0 | -1.2 | 95.0 | -5.3 | -4.1
O=C(OCc1ccccc1)c1cnc(Cl)c(Cl)c1 | 6.3 | 103.0 | -6.6 | -0.3 | 6.0 | -0.6 | 101.0 | -5.7 | -9.7
Cc1nn2c(-c3ccc(Cl)cc3Cl)nnc2s1 | -5.4 | 101.0 | 8.7 | -4.3 | 5.0 | -2.2 | 102.0 | -1.0 | 0.0
CC(C)(C)c1ccc(OCCCNC2CCCC2)cc1 | -18.3 | 108.0 | -2.1 | -30.1 | 5.0 | 4.3 | 102.0 | 28.5 | -3.9
CCCCN(Cc1cc2cc(C)ccc2[nH]c1=O)C(=O)c1ccccn1 | 6.4 | 100.0 | 0.9 | -0.1 | 0.0 | 1.7 | 98.0 | -32.2 | 0.8
CCC(=O)Nc1c(-c2ccccc2Cl)c(=O)c2ccccc2n1C | 10.1 | 104.0 | -4.2 | 2.7 | 2.0 | -1.2 | 103.0 | 2.1 | -11.2
Cc1ccc2cc(C3C(C#N)=C(N)Oc4c3ccc3cccnc43)c(=O)[nH]c2c1 (stereo unspecified) | 15.4 | 100.0 | -27.8 | -41.7 | 5.0 | 0.7 | 103.0 | -36.2 | .
CC(C)NC(=O)c1cc2c(C(F)(F)F)nn(C)c2s1 | -0.5 | 95.0 | 24.1 | -5.3 | -13.0 | -1.1 | 92.0 | -0.5 | -3.2
COC(=O)CN(C)C(=O)c1ccc(OC2CCN(S(=O)(=O)N(C)C)CC2)cc1 | -7.8 | 97.0 | 7.9 | 0.9 | -5.0 | 3.0 | 96.0 | -22.3 | -7.9
O=C1CSC(c2cccc(F)c2)N1c1ccccc1F (stereo unspecified) | 10.7 | 100.0 | 30.2 | 35.6 | 2.0 | -1.2 | 104.0 | -5.2 | -0.6
COc1ccc(-c2cc3nc(C)cc(C)n3n2)cc1 | -10.7 | 101.0 | 16.2 | 16.2 | 3.0 | -0.7 | 102.0 | -7.8 | -5.3
CCc1ccc2c(CN(C)Cc3ccccc3OC)cc(=O)oc2c1 | -16.6 | 120.0 | 13.6 | 23.2 | 18.0 | -0.4 | 104.0 | -16.1 | -9.1
CCOc1cc(C=O)cc(N=Nc2cccc([N+](=O)[O-])c2)c1O | 15.0 | 103.0 | 1.9 | 11.1 | 3.0 | -1.1 | 104.0 | 8.2 | -11.4
O=C(NC1CCOCC1)C1CCC(=O)N(CCc2cccc(F)c2)C1 (stereo unspecified) | -3.0 | 106.0 | -1.6 | 0.6 | 6.0 | -1.7 | 100.0 | -8.1 | 1.7
CCc1ccc(NC(=O)C2CCCN2S(=O)(=O)c2ccc3c(c2)n(C)c(=O)c(=O)n3C)cc1 (stereo unspecified) | 3.6 | 80.0 | 12.9 | 3.6 | -12.0 | -2.2 | 68.0*[inhibitor] | -22.4 | -3.5
Clc1nc(CN2CCOCC2)nc2sc3c(c12)CCC3 | 5.0 | 98.0 | 10.7 | -7.5 | 3.0 | -0.7 | 103.0 | -9.3 | -4.9
CCOC(=O)C1=C(O)/C(=C/c2cccc(OC)c2O)N=C1C | 10.0 | 103.0 | 13.3 | 5.3 | -1.0 | -0.1 | 101.0 | -7.5 | -1.7
COC(=O)c1c(-c2ccc(C(C)(C)C)cc2)csc1NC(=O)C1C2CCC(O2)C1C(=O)O (stereo unspecified) | 7.2 | 92.0 | 24.1 | 12.0 | -1.0 | 1.6 | 75.0*[inhibitor] | -28.9 | 1.9
O=C(NC1CCCCC1)N1CCN(c2ccc([N+](=O)[O-])cc2)CC1 | -6.5 | 92.0 | -2.5 | 7.0 | -5.0 | -0.3 | 99.0 | -16.2 | -3.8
COc1ccc(Cl)cc1NC(=O)CNc1ccccc1N1CCOCC1 | -2.6 | 81.0 | -7.8 | -7.0 | -12.0 | -1.1 | 96.0 | 0.8 | -2.9
CCCn1c(=N)n(CC(=O)c2cccs2)c2ccccc21 | -13.8 | 102.0 | 1.2 | -7.2 | -2.0 | 0.7 | 92.0 | 5.6 | -4.6
O=C(c1ccc(CSCc2ccccc2F)o1)N1CCN(c2ccc(N3CCOCC3)nn2)CC1 | -2.0 | 122.0 | 12.7 | 1.3 | 21.0 | 0.2 | 113.0 | -19.1 | 5.3
COc1ccc(F)cc1S(=O)(=O)n1nc(C)cc1C | 16.5 | 101.0 | -4.0 | -1.2 | -3.0 | -1.1 | 104.0 | -1.6 | -9.4
